EPAC1 antag = EPAC1 (human) antagonism; AID 720709; EPAC1 GEF assay, Rap1b-BODIPY-GDP exchange fluorescence; actives 0.14% (n = 360,000); O95398; Potency, µM (top dose mostly 115 µM), without a hit: top-dose activity change, negative = inhibition, most hits filed as inhibitors;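 further: potency means the concentration at half of the fitted maximal effect; plate controls were vehicle for no effect and positive control for full effect; nearly all actives have a fitted effect of over 50% in size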
PI5P4Ka inh = PI5P4K alpha (human) kinase inhibition; P48426; actives 1.2% (n = 330,000); PI5P4Kalpha enzyme, ADP-Glo luminescence, 60 min; stronger effect = lower value; max response, %; active means max response of -50% or lower; inconclusive means between -30% and -50%; inactive means -30% or higher; further: value at the top dose of about 77 µM; on the % scale 0 is the no-effect control and ±100 the full control effect
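PI5P4Kalpha ADP-Glo assay; 5 microM ATP final; 60 min RT reaction; HEPES pH 7.4/EGTA/CHAPS, 5% DMSO; controls lacking substrate or enzyme; luminescent end-point.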
PTHR1 agonist = activates the human parathyroid hormone receptor PTHR1; actives 0.075% (n = 410,000); Potency, µM (titrated, usually from 115 µM), for inactives: top-dose activation, usual class: activators; HEK293 GP2 PTHR1 cells, GloSensor cAMP luminescence, 1 h; AID 743266; Q03431; further: potency means the concentration at half of the fitted maximal effect; nearly all actives have a fitted effect of over 55% in size; some results filed as inactive show a strong effect at the top dose; inactives centre near -15; many of its hits are not listed in these tables
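HEK-293-derived GP2 cells expressing PTHR1 and a GloSensor cAMP reporter, 3,000/well, plated overnight, given luciferin plus IBMX (each 0.5 mM as added) for 1 h at 37 °C, then compound for 1 h at 37 °C. Luminescence was read after 15 min at room temperature.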
GLP-1R agonist = activates the human GLP-1 receptor. actives 0.007% (n = 380,000). Potency, µM (doses to about 45.6 µM), for the others: top-dose activation, hits mostly activators. HEK293 GLP-1R CRE-luciferase, luminescence, 4-6 h; cells express a hypersensitive GLP-1R form. P43220. AID 624172; further: potency means the concentration at half of the fitted maximal effect; % of control where 0% means no effect
Target sequence (P43220 whole entry, looked up): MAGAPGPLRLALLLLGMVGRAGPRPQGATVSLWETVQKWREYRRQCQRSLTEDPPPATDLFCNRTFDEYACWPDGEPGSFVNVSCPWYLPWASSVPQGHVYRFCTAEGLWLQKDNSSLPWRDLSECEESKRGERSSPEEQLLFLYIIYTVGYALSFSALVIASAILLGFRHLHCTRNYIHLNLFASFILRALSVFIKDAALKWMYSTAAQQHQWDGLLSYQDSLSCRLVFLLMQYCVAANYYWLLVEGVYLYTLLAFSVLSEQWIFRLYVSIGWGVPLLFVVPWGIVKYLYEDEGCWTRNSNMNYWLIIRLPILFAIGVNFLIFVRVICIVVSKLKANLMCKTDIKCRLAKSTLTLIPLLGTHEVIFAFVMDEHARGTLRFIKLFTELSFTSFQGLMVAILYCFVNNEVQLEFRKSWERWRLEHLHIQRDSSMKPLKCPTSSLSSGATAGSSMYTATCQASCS
GLP-1R inv ag = GLP-1 receptor (human) inverse agonism; P43220; HEK293 GLP-1R CRE-luciferase, luminescence, 24 h; GLP-1R form is constitutively active; Potency, µM (series often up to 38.3 µM), without a hit: at the highest dose activity change, negative = inhibition, most hits filed as inhibitors; actives 1.6% (n = 410,000); AID 624417; further: potency means the concentration at half of the fitted maximal effect; on the % scale 0 is the no-effect control and ±100 the full control effect; nearly all actives have a fitted effect of over 55% in size
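Using stably transfected HEK293 (constitutively active GLP-1R, cAMP-luciferase reporter), compounds were incubated 24 hr and luciferase measured by luminescence.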
HEK293 tox = cytotoxic in the GLP-1 receptor inverse agonist counter-screen; actives 0.13% (n = 410,000); HEK293 cAMP-luciferase reporter cells, luminescence, 24 h; AID 624418; Potency, µM (top dose mostly 38.3 µM), inactives show top-dose activity change, negative = inhibition, actives largely listed as inhibitors;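 further: loss of luciferase light is scored as toxicity; potency means the concentration at half of the fitted maximal effect; on the % scale 0 is the no-effect control and ±100 the full control effect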
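Here, cytotoxicity is scored as loss of luminescence. The MLSMR collection was tested on cells seeded in medium containing 10% Nu serum, with a 24 hr compound exposure preceded by 12 hours of culture.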
IL-2 act = activates IL-2 in a cell-based reporter assay; activation, % (series mostly up to about 46 µM); actives 0.065% (n = 360,000); IL-2 activation reporter assay, cell-based qHTS; stimulated with anti-CD3/CD4/CD28 beads; in transgenic mouse T cells; AID 652025; in the data active means activation above about 50%; inconclusive means mostly about 30% to 49%; further: 0% is about no effect
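Unstimulated transgenic mouse T cells preincubated 60 min with compound, then stimulated with anti-CD3/anti-CD4-coated beads plus anti-CD28 for 18 h at 37 degrees C. IL-2 response read as EGFP and DsRed fluorescence by plate cytometry.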
PLK1 PBD block = inhibitors of human PLK1 polo-box domain binding. Potency, µM, without a hit: max response, negative = inhibition, most hits filed as inhibitors. P53350. AID 720504. actives 2.8% (n = 360,000). Plk1 PBD binding of FITC phosphopeptide, fluorescence polarization; further: potency means the concentration at half of the fitted maximal effect; series mostly up to about 57 µM; on the % scale 0 is the no-effect control and ±100 the full control effect; nearly all actives have a fitted effect of over 65% in size
Target sequence (P53350 whole entry, looked up, the tested form may be a part): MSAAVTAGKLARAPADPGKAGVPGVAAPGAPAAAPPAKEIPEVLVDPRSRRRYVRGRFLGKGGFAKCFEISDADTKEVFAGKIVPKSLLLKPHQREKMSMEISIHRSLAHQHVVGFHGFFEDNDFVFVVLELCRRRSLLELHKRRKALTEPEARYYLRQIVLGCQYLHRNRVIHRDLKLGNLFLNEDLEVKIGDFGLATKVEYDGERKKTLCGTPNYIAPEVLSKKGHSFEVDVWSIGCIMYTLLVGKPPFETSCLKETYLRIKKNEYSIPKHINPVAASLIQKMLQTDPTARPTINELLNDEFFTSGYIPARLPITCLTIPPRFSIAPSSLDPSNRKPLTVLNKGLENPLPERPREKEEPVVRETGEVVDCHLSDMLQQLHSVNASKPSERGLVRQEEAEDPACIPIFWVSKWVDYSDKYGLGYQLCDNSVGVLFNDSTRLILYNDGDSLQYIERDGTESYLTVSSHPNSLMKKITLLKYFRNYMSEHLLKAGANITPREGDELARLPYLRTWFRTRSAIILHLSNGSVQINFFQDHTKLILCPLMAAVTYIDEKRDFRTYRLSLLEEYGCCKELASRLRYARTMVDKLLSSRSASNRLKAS
EPAC1 ag = agonists of human EPAC1; actives 0.073% (n = 360,000); EPAC1 agonist qHTS, biochemical assay; response scale: 100% = response to 6.5 mM cAMP; AID 720707; O95398; Potency, µM (highest dose often 154 µM), inactives show top-dose activation, actives largely listed as activators; further: potency means the concentration at half of the fitted maximal effect; nearly all actives have a fitted effect of over 60% in size
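Normalized to 6.5 mM cAMP, activity reflects EPAC1-catalysed release of BODIPY-GDP from Rap1B, followed kinetically over 30 min at 480 nm excitation, 540 nm emission. Reaction contained 100 nM EPAC1, 250 nM Rap1B-BODIPY-GDP, 50 uM GDP.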
Numbers without * were called inactive; i = inactive; u = inconclusive; x = not tested or not shown; [ ] = another dose, or the depositor's remark. Unless noted, the call rests on the fitted dose curve; in most records, active means well fitted curve in the direction sought with a large enough effect; inconclusive means small, poorly fitted or top-dose-only effect, or another doubt; inactive means no such curve, though single readings can be large; an effect the other way counts as inactive or inconclusive. The list is partial; count on the stated rates, not on these rows.

cpd	mol	EPAC1 antag	PI5P4Ka inh	PTHR1 agonist	GLP-1R agonist	GLP-1R inv ag
1	CC(C)c1ccc(NC(=O)C2C3C=CC4(CN(CCCN5CCOCC5)C(=O)C24)O3)cc1 (stereo not given)	0%	2	i	0%	10%
2	COc1ccc(CCNCC(=O)Nc2ccccc2C(F)(F)F)cc1	u	-11	-5%	7%	-17%
3	COc1ccc(CC(NC(C)=O)C(=O)NC2CCN(C(=O)c3ccncc3)CC2)cc1OC (stereo not given)	-5%	2	i	-3%	0%
4	OCCC1CN(CCCc2ccccc2)CCN1Cc1ccccc1 (stereo not given)	0%	-1	-8%	0%	u
5	O=C(NCCn1cccn1)c1ccc(OC2CCN(CCc3ccccc3)CC2)cc1	-7%	3	i	0%	4%
6	Cc1ccc(S(=O)(=O)NCC(=O)OC(C(=O)c2ccccc2)c2ccccc2)cc1 (stereo not given)	1%	0	i	1%	0%
7	O=C(Nc1nccs1)c1cccc(NC(=O)C2CC2)c1	33%[activator]	x	-47%[inhibitor]	3%	0%
8	CCn1cc(S(=O)(=O)c2ccc(Cl)cc2)c(=O)c2cc(OC)ccc21	-23%	-4	i	10%	50%[activator]
9	NC(=O)Nc1ccc(C(=O)OCC(=O)Nc2ccc([N+](=O)[O-])cc2C(F)(F)F)cc1	-3%	-8	-19%	10%	1%
10	COc1ccccc1CN1CC(C(=O)N2CCCCCCC2)CCC1=O (stereo not given)	-7%	-8	i	-1%	6%
11	N#CC1=C(N)Nc2ncnn2C1c1ccc([N+](=O)[O-])cc1 (stereo not given)	-20%	-19	i	1%	6%
12	Cc1ccccc1Nc1nnc(SCC(=O)Nc2ncc(C(F)(F)F)cc2Cl)s1	u	4	i	6%	-6%

cpd	HEK293 tox	IL-2 act	PLK1 PBD block	EPAC1 ag
1	-7%	0.5	-2%	-15%
2	-1%	-1.1	27µM*	-5%
3	2%	0.9	1%	-7%
4	8%	0.1	-1%	5%
5	-12%	-1.2	5%	-7%
6	0%	-5.0	-5%	16%
7	3%	-1.8	-7%	0%
8	-8%	-0.2	-11%	8%
9	-2%	-0.4	-7%	3%
10	-9%	1.4	2%	-4%
11	-2%	-2.7	0%	-9%
12	13%	-3.3	-7%	1%

Continuation.
cpd	mol	EPAC1 antag	PI5P4Ka inh	PTHR1 agonist	GLP-1R agonist	GLP-1R inv ag
13	CCOC(=O)C1=C(CN2CC(C)CC(C)C2)NC(=O)NC1c1ccc2c(c1)OCO2 (stereo not given)	-17%	-3	-20%	8%	u
14	S=C(NCc1cccc(Cl)c1)NC1CCCCC1	u	-5	-12%	-2%	u
15	O=C(NCc1ccccc1)c1onc(CSc2ccc(Cl)cc2)c1C(=O)NCC1CC1	-5%	18	i	0%	u
16	CCC(c1nnnn1C1CCCC1)N1CCN(C(=O)c2ccco2)CC1 (stereo not given)	-3%	-7	i	-15%	2%
17	O=C(Oc1coc(CSc2ncccn2)cc1=O)c1cccs1	-2%	-3	i	0%	13%
18	CCC(C)c1ccc(NC(=O)C2CCCN(c3ncccn3)C2)cc1 (stereo not given)	10%	11	-20%	8%	-3%
19	Cc1c(N=Cc2ccncc2)c(=O)n(-c2ccccc2)n1C	0%	0	i	-1%	6%
20	COc1ccc(NC(=O)c2sccc2OS(=O)(=O)N(C)C)cc1	10%	6	i	10%	-11%
21	O=C(CO/N=C\c1ccccc1)Nc1ccccc1C(=O)N1CCOCC1	0%	-4	-20%	2%	3%
22	COc1cccc(NC(=O)Cn2nnc(C(=O)Nc3ccccc3)c2N)c1	-1%	x	-40%	0%	-13%
23	NC(=O)C1CCCN(C(=O)CCC(=O)c2cccs2)C1 (stereo not given)	-8%	1	i	0%	2%
24	Cc1cc(C(=O)Nc2sc3c(c2C#N)CCC3)no1	10%	x	-31%[inhibitor]	-11%	u

cpd	HEK293 tox	IL-2 act	PLK1 PBD block	EPAC1 ag
13	-22%	-0.7	0%	-7%
14	-8%	0.8	-4%	1%
15	-20%	0.8	-2%	-10%
16	3%	0.4	-4%	5%
17	-5%	0.0	-8%	1%
18	-18%	-1.0	5%	-20%
19	0%	0.5	-6%	-4%
20	-5%	-0.8	-4%	-4%
21	3%	0.3	-9%	5%
22	-3%	0.7	-7%	4%
23	0%	0.1	0%	6%
24	u	0.0	u	0%

Seven of the compounds above, bar-delimited.
nr | SMILES | EPAC1 antag | PI5P4Ka inh | PTHR1 agonist | GLP-1R agonist | GLP-1R inv ag | HEK293 tox | IL-2 act | PLK1 PBD block | EPAC1 ag
17 | O=C(Oc1coc(CSc2ncccn2)cc1=O)c1cccs1 | -2% | -3 | i | 0% | 13% | -5% | 0.0 | -8% | 1%
18 | CCC(C)c1ccc(NC(=O)C2CCCN(c3ncccn3)C2)cc1 (stereo not given) | 10% | 11 | -20% | 8% | -3% | -18% | -1.0 | 5% | -20%
19 | Cc1c(N=Cc2ccncc2)c(=O)n(-c2ccccc2)n1C | 0% | 0 | i | -1% | 6% | 0% | 0.5 | -6% | -4%
20 | COc1ccc(NC(=O)c2sccc2OS(=O)(=O)N(C)C)cc1 | 10% | 6 | i | 10% | -11% | -5% | -0.8 | -4% | -4%
21 | O=C(CO/N=C\c1ccccc1)Nc1ccccc1C(=O)N1CCOCC1 | 0% | -4 | -20% | 2% | 3% | 3% | 0.3 | -9% | 5%
22 | COc1cccc(NC(=O)Cn2nnc(C(=O)Nc3ccccc3)c2N)c1 | -1% | x | -40% | 0% | -13% | -3% | 0.7 | -7% | 4%
23 | NC(=O)C1CCCN(C(=O)CCC(=O)c2cccs2)C1 (stereo not given) | -8% | 1 | i | 0% | 2% | 0% | 0.1 | 0% | 6%

New compounds follow.
cpd	mol	EPAC1 antag	PI5P4Ka inh	PTHR1 agonist	GLP-1R agonist	GLP-1R inv ag
25	CCOC(=O)c1ccccc1NC(=O)COC(=O)CSC(C)C(=O)Nc1cc(C)on1 (stereo not given)	2%	3	-18%	5%	55%[activator]
26	Cc1nn(C(C)C(=O)c2cccc(Cl)c2)c(C)c1[N+](=O)[O-] (stereo not given)	-9%	0	i	5%	-17%
27	CCc1nnc(SCC(=O)Nc2ccc(C(C)=O)cc2)nc1CC	2%	-13	-17%	17%	x
28	COc1ccccc1C(=O)NNC(=O)CN(C)S(=O)(=O)c1ccc(Cl)cc1	19%	-7	i	3%	-1%
29	CCC(C)NC(=O)c1nn(C)c(=O)c2ccccc12 (stereo not given)	16%	2	i	7%	48%[activator]
30	CCc1nnc(/N=C/c2c(O)n(-c3ccc(Cl)cn3)c(=O)c3ccccc23)s1	-24%	4	i	-1%	-1%
31	O=c1[nH]n2c(-c3ccccc3)nc(O)c2c2ccccc12	-4%	-3	i	0%	12%
32	CCOCCCNC(=S)N(CCN(CC)CC)Cc1cc2cc3c(cc2[nH]c1=O)OCCO3	8%	6	-10%	11%	12%
33	O=C(CCCc1ccccn1)c1ccccc1	9%	-1	-23%	-15%	u
34	COc1ccc(COC(=O)CCS(=O)(=O)c2ccc(C)cc2)cc1	-3%	-1	i	4%	23%
35	COC(=O)CSc1nc2ncc(Cl)cc2[nH]1	12%	-3	i	2%	15%
36	CSc1nc(N)nc2c1ncn2CC(=O)N1CCN(c2ccccn2)CC1	1%	-3	-17%	1%	u

cpd	HEK293 tox	IL-2 act	PLK1 PBD block	EPAC1 ag
25	-2%	0.5	0%	5%
26	-2%	-1.6	4%	-3%
27	76%[activator]	-3.0	-16%	3%
28	-1%	-1.8	-4%	-5%
29	-5%	-1.7	-9%	2%
30	2%	-1.0	4%	1%
31	4%	4.9	-6%	3%
32	3%	1.7	-12%	8%
33	16%	-0.8	-3%	-2%
34	-1%	-3.1	0%	12%
35	-10%	-0.9	-5%	-8%
36	0%	-0.3	1%	18%

Following part
cpd	mol	EPAC1 antag	PI5P4Ka inh	PTHR1 agonist	GLP-1R agonist	GLP-1R inv ag
37	Cc1nc(Cl)c(C#N)cc1-c1ccccc1	-1%	x	i	6%	116%[activator]
38	COc1ccc(N2CCN(C(=O)c3ccc(Cn4c(=S)[nH]c5ccc(N6CCOCC6)cc5c4=O)cc3)CC2)cc1	u	4	-23%	0%	u
39	O=C(NNS(=O)(=O)c1ccc(Cl)cc1)c1sccc1-n1cccc1	11%	x	-13%	-3%	0%
40	CCc1ccccc1NC(=O)CNC(=O)c1ccc(OCc2cn3ccccc3n2)cc1	11%	-8	i	7%	1%
41	N#C/C(=C\c1ccncc1)c1ccccn1	10%	3	-10%	4%	2%
42	Cc1ccc(OCC(=O)Nc2ccc(OCc3cc(=O)n4ccsc4n3)cc2)cc1C	x	x	i	0%	11%
43	COc1ccc(NC(=O)C[C@H]2C(=O)N(Cc3cccnc3)C[C@@H]2Cc2ccccc2)cc1	-1%	7	-23%	-5%	2%
44	CC(C(C(=O)N1CCCCC1)N1CCCCC1)N1CCCCC1 (stereo not given)	12%	-3	i	4%	10%

cpd	HEK293 tox	IL-2 act	PLK1 PBD block	EPAC1 ag
37	6%	3.1	1%	2%
38	22%	-2.7	-16%	4%
39	0%	-1.3	-10%	5%
40	-1%	-0.6	-14%	7%
41	-8%	-4.5	-6%	6%
42	-4%	x	x	x
43	0%	1.2	2%	-12%
44	11%	1.9	2%	10%

Screens: PubChem BioAssay, National Center for Advancing Translational Sciences (NCATS)
